DYRK1A inh = inhibitors of rat Dyrk1A kinase; Q63470; ADP-Glo luminescence, NFATc1 peptide; hit rate 0.43% among 310,000; inhibition, % at 12.5 µM; in the data active = inhibition above about 50%;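 note: plate controls were vehicle with enzyme for no effect and no enzyme for full effect; many of its hits are not listed in these tables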
PolyA inhibitor = inhibitors of polyadenylation in S. cerevisiae. S. cerevisiae SKY197-pL101 polyadenylation reporter, beta-gal luminescence; efflux-impaired pdr1/pdr3 knockout yeast; score 100 = 6 SD above DMSO. calls only at 12 µM. hit rate 0.02% among 300,000. AID 1875;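 active = lowest replicate activity score at least 50, where 100 means six control SD above control mean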;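 note: yeast exposed to compound for 9 h at 30 °C; higher score means more reporter readthrough which indicates perturbed polyadenylation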
KCNQ1 pot = potentiators or activators of human KCNQ1 potassium channel. AID 2648. CHO-K1 KCNQ1, thallium flux FluxOR fluorescence; hits give high values. P51787. B-score at 10 µM. hit rate 0.35% among 310,000;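 active = fluorescence ratio B-score, a plate-corrected score, at least three library SD, with initial intensity B-score within 5 SD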
Target sequence (P51787 whole entry, looked up): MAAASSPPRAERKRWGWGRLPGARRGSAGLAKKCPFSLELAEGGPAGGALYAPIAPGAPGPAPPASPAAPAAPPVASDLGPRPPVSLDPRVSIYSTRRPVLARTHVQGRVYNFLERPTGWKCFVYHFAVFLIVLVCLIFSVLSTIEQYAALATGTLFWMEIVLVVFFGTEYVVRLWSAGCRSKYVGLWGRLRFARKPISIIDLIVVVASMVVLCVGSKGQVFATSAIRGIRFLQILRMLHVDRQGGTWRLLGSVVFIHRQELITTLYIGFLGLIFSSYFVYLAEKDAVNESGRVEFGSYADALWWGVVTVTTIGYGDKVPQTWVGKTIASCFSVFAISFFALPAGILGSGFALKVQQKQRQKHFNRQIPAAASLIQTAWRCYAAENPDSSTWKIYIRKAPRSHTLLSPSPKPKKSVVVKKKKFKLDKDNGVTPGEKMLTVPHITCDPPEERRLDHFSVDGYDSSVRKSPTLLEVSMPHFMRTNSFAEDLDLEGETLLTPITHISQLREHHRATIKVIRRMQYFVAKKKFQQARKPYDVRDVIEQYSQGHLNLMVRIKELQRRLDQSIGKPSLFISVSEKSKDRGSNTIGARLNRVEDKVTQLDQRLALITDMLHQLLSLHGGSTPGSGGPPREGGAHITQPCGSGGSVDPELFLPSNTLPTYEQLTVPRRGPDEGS
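assay system = CHO-K1 cells stably expressing KCNQ1 | medium = assay buffer, equal DMSO in all wells | timing = 37 °C overnight plating, 90-min dark dye load, 20-min compound pretreatment | measured by = kinetic FluxOR thallium fluorescence, 10-s 1-Hz baseline, 110-s post-stimulus read | measure = fluorescence change relative to baseline, converted to B score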
GSK3beta inhib = inhibitors of human GSK3beta kinase; P49841; GST-GSK3beta kinase, ADP-Glo luminescence, 60 min; hits give low values; activity score (negative = inhibition), % at 10 µM; hit rate 0.038% among 300,000; AID 2097;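 active = more than half of replicate wells score below -50%, meaning over 50% inhibition versus plate controls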;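 note: 0% = median DMSO wells and -100% = median GW8510 positive control wells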
Target sequence (P49841 whole entry, looked up): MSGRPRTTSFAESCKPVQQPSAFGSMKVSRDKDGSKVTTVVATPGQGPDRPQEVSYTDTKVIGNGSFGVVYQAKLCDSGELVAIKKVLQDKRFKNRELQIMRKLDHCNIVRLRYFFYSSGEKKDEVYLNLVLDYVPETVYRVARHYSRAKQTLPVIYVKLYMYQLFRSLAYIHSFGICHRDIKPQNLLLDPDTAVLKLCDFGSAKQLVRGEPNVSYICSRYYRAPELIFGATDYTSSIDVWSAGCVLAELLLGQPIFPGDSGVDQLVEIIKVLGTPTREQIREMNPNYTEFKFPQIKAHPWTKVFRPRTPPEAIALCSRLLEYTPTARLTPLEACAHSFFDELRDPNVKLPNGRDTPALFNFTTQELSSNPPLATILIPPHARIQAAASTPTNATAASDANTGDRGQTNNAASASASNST
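Test system: GST-fused GSK3beta enzyme, cell-free | Quantity: 1.6 ng GST-GSK3beta enzyme per well | Reagent: 25 µM ATP with peptide substrate | Schedule: 60 min enzyme reaction, room temperature | Signal: Luminescent ADP-Glo measurement of ADP formed | Read-out basis: Score relative to plate controls | Control set: DMSO and 20 µM GW8510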
KCNK3 block = human KCNK3 channel inhibition, primary screen; CHO-KCNK3 thallium flux, FluxOR fluorescence; hits give low values; hit rate 0.84% among 340,000; O14649; B-score at 10 µM;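 active = B-score under library mean minus 4 SD, starting fluorescence ratio at most library mean plus 5 SD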;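 note: more negative B-score means stronger inhibition of thallium flux through KCNK3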
RGS4 pot = potentiators or activators of RGS4; B-score at 10 µM; hit rate 0.92% among 310,000; AID 463111; HEK293 M3R/inducible RGS4, carbachol calcium flux Fluo4; hits give low values;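 active = B-score of the integrated calcium signal more than 4 SD below the library mean, with starting fluorescence not abnormally high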;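 note: negative B-score means reduced calcium response which marks RGS4 activation or potentiation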
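test system = M3R-expressing HEK293 line, RGS4 induced by doxycycline | probe or stimulus = carbachol at ECmax as muscarinic agonist stimulus | timing = dye loading 30 min 37 °C, buffer rest 30 min RT | signal = calcium dye Fluo4 fluorescence | evaluation = B score from integrated fluorescence ratio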
GSK3A inh = blocks human GSK-3 alpha kinase. hit rate 0.1% among 320,000. AID 2650. ADP-Glo luminescence, 60 min. inhibition, % at 10 µM. P49840;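 in the data active = inhibition above about 50%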;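 note: GST-tagged GSK-3 alpha with peptide substrate and 25 µM ATP; 0% = DMSO neutral wells and 100% = GW8510 positive control wells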
KCNK9 block = blocks the human KCNK9 two-pore domain potassium channel | Q9NPC2 | B-score at 10 µM | hit rate 1.2% among 310,000 | HEK293 KCNK9, FluxOR thallium flux fluorescence; hits give low values;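 active = ratio B-score over 3 SD below the library mean, with starting fluorescence within 5 SD of its mean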;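 note: negative B-score means less thallium flux so channel inhibition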
hERG protect = compounds protecting human hERG from proarrhythmic drug block. Q12809. CHO-hERG, FluxOR thallium flux, dofetilide IC70 present. activation (rescue from dofetilide block), less the hit threshold, % at 10 µM. hit rate 0.51% among 310,000;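 active = activation above the mean of controls blocked by dofetilide plus 5 SD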;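 note: thallium influx through hERG after potassium depolarization seen as dye fluorescence rise; in these data hits start at about 4.7%; inactives centre near -7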
KCNQ1 inh = human KCNQ1 channel inhibition; P51787; AID 2642; B-score at 10 µM; CHO-K1 KCNQ1, FluxOR thallium flux fluorescence; hits give high values; hit rate 1.3% among 310,000;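 active = compounds whose thallium flux B-score, printed positive for inhibition, exceeds three library SD while starting fluorescence stays within three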;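 note: channel opened by potassium depolarization with thallium stimulus after 20 min compound exposure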
RGS4 inh = inhibitors of human RGS4; P49798; HEK293 M3R/RGS4 inducible, Fluo-4 calcium flux; hits give high values; triggered by carbachol at its EC20; hit rate 0.45% among 310,000; B-score at 10 µM; AID 463165;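 active = B-score, a plate-corrected calcium signal, over three deviations above library mean, with baseline fluorescence within five deviations of library mean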;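 note: RGS4 expression induced by doxycycline in cells with stable M3 receptor; B-score is computed from the integrated fluorescence ratio over baseline after carbachol; higher B-score means a larger calcium signal and so more RGS4 inhibition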
* marks the source's active call; other numbers are inactive results; i = inactive; nt = not tested or not shown. Some of the compounds tested, so the mix of outcomes need not match the whole.

SMILES	DYRK1A inh	PolyA inhibitor	KCNQ1 pot	GSK3beta inhib	KCNK3 block	RGS4 pot	GSK3A inh	KCNK9 block	hERG protect	KCNQ1 inh	RGS4 inh
Cc1cc(O)cc2c(=O)c3ccccc3sc12	3.8	i	i	-4.4	i	i	0.2	i	-1.1	i	i
COc1cc(/C=C/C(=O)OCC(=O)NC(=O)NC2CCCCC2)ccc1OC(F)F	3.4	i	i	1.9	i	i	2.6	i	-1.7	i	i
CN(C)c1ccc(C(O)P(=O)(OCc2ccccc2)c2ccc(N(C)C)cc2)cc1 (configuration not stated)	nt	i	i	-0.3	i	i	3.1	i	-6.8	i	i
COc1cccc(CC(=S)N2CCOCC2)c1	-7.2	i	i	-2.3	i	i	-3.4	i	-9.6	i	i
COc1ccc(-n2c(=S)[nH]c3cc(C(=O)N4CCN(c5ccccc5)CC4)ccc3c2=O)cc1	27.3	i	i	nt	i	i	-2.4	i	-8.9	i	i
Cc1nn(Cc2ccccc2)c(C)c1CCC(=O)O	2.6	i	i	5.8	i	i	-1.3	i	-10.4	i	i
COc1ccc(C2/C=C\CN(S(=O)(=O)/C=C/c3ccccc3)CC(=O)N2Cc2ccc(F)cc2)cc1 (configuration not stated)	6.5	i	i	-2.2	i	i	-0.2	i	-5.6	i	i
CCOc1ccc(CCNC(=O)COC(=O)c2cc(OC)cc(OC)c2)cc1OCC	nt	i	i	-0.1	i	i	-9.3	i	-11.6	i	i
COc1ccc(N(C)S(=O)(=O)c2cccc(C(=O)NCC3CCCO3)c2)cc1 (configuration not stated)	-1.0	i	i	1.1	i	i	0.6	i	-5.9	i	i
Cc1c(C(=O)Nc2nc3ccccc3[nH]2)oc2ccc(Br)cc12	-1.5	i	i	0.8	i	i	1.1	i	-4.6	i	i
COc1cc2sc3ccc(C#Cc4ccc(N)cc4)cc3c(=O)c2cc1OC	-5.4	i	i	5.0	i	i	1.6	i	-10.9	i	i
COc1ccc(C)cc1NC(=O)NC(C)c1ccncc1 (configuration not stated)	2.7	i	i	-4.7	i	i	nt	i	-8.1	i	i
N#C/C(=C\c1cccc(Oc2ccc(C(F)(F)F)cc2[N+](=O)[O-])c1)c1nc2ccccc2[nH]1	2.1	i	i	0.0	i	i	-0.1	i	-2.9	i	i
CCCCNC(=O)C1CC(=O)N(CCC(C)C)C1 (configuration not stated)	-4.5	i	i	1.3	i	i	-1.8	i	-2.4	i	i
CCCC(=O)N(c1ccc(OC)cc1)C1C=CS(=O)(=O)C1 (configuration not stated)	-5.4	i	i	1.6	i	i	-3.4	i	-0.3	i	i
Cn1c(C(=O)N2CCN(C(=O)c3ccco3)CC2)cc2c(=O)n3ccccc3nc21	3.9	i	i	3.3	i	i	0.5	i	-11.0	i	i
CCOC(=O)c1sc(NS(=O)(=O)c2ccccc2)nc1C	0.0	i	i	0.6	i	i	-1.3	i	-0.9	i	i
CCOC(=O)C(C)n1cnc2c(cnn2-c2ccc(Cl)cc2)c1=O (configuration not stated)	1.1	i	i	-0.5	i	i	-2.4	i	-4.0	i	i
CCNC(=S)Nc1ccc(OC(F)(F)F)cc1	2.4	i	i	3.2	i	i	-4.5	i	-17.9	i	i
Cc1ccc(C)c(NCC(O)c2ccccc2)c1 (configuration not stated)	-3.3	i	i	4.3	i	i	-3.1	i	-23.2	i	i
COc1ccc2oc(C(=O)OCC(=O)N3CCN(S(=O)(=O)c4ccc(C)cc4)CC3)c(C)c2c1	0.6	i	i	2.3	i	i	1.1	i	-7.2	i	i
O=C(CSC1=NS(=O)(=O)c2cc(Cl)ccc2N1)Nc1ccccc1C(F)(F)F	-5.5	i	i	4.2	i	i	nt	i	-2.1	i	i
Cc1nc(SCc2ccc(OCCC(C)C)cc2)n[nH]1	10.5	i	i	-1.3	i	i	-5.7	i	-24.9	i	i
Cc1ccc(C)c(NC(=O)c2ccccc2NS(=O)(=O)c2cc([N+](=O)[O-])ccc2C)c1	1.3	nt	i	2.0	i	i	-1.5	i	-6.5	i	i
COc1ccccc1C1=NOC(Cn2c(=O)c3c(ncn3C)n(C)c2=O)C1 (configuration not stated)	5.8	i	i	-3.7	i	i	3.8	i	-5.0	i	i
CS(=O)(=O)c1ccc2nc(NC(=O)c3ccc(Cl)cc3)sc2c1	-0.5	i	i	nt	i	i	-5.8	i	-0.4	i	i
Cc1cccc(Cn2cnc3ccccc32)c1	-0.8	i	i	1.2	i	i	-25.3	i	-1.7	i	i
O=C(/C=C/c1ccccn1)c1cc(Br)ccc1O	7.5	i	i	3.1	i	i	16.9	i	-15.8	i	6.96*
COCCCn1c(=O)c2sccc2n(Cc2ccccc2)c1=O	4.9	i	i	0.2	i	i	-0.9	i	-5.3	i	i
COc1cc(SC)ccc1C(=O)Nc1ncc(C)s1	-1.1	i	i	0.2	i	i	-1.6	i	-8.3	i	i
COc1ccc(CCNC(=O)N2c3ccccc3Sc3ccccc32)cc1	1.6	i	i	1.6	i	i	-2.2	i	-9.1	i	i
CC(=O)c1ccc(NC(=O)c2cnsn2)cc1	nt	i	i	-1.8	i	i	0.2	i	-23.9	i	i
NS(=O)(=O)c1ccc(NC(=O)CCc2ccccc2)cc1	5.0	i	i	3.8	i	i	-0.1	i	-7.9	i	i
Cc1cccc(NC(=O)c2ccc3c(c2)OCCO3)n1	4.5	i	i	2.9	i	i	3.4	i	-12.7	i	i
COc1ccc(C2CC(=O)N3CN(c4ccc(C)c(Cl)c4)CSC3=C2C#N)cc1 (configuration not stated)	-0.6	i	i	-45.5	i	i	0.4	i	-9.2	i	i
O=C(Nc1nc2c(F)cc(F)cc2s1)c1ccc([N+](=O)[O-])o1	-3.1	i	i	-2.3	i	i	3.3	i	-5.2	i	i
CCCCNc1ncnc2sc3c(c12)CCN(CCC)C3	11.8	i	i	3.2	i	i	11.8	i	-10.1	i	i
O=C(/C=C/c1ccco1)Nc1ccc2nc3n(c(=O)c2c1)CCCC3	-3.9	i	i	-3.2	i	i	-2.4	i	-7.5	i	i
Cc1cccc(C)c1NC(=O)CSc1cc(C(=O)c2nccn2C)c2ccccc2n1	-3.8	i	i	-3.1	i	i	-0.8	i	-10.3	i	i
COc1ccc(C)cc1NC(=S)Nc1ccccc1SC	0.9	i	i	1.4	i	i	0.1	i	-14.2	i	i
Cc1ccc(C(=O)Nc2ncc([N+](=O)[O-])s2)cc1	nt	i	i	-4.1	i	i	1.0	i	-1.9	6*	i
Nc1[nH]c2cc([N+](=O)[O-])ccc2c1-c1ccccn1	-0.9	i	i	-0.2	-10.3*	i	4.1	i	-25.0	i	i
O=C(Nc1ccccc1)/C(=C1\CCCN1)[N+](=O)[O-]	nt	i	i	1.3	i	i	3.0	i	-7.9	i	i
CCC(C)(C)NC(=O)COc1ccc(OCc2ccccc2)cc1	-0.2	i	i	-2.9	i	i	-2.1	i	-13.4	i	i
[O-][n+]1c2ccccc2c2n1CCN=C2c1ccc(Cl)cc1	1.2	i	i	3.1	i	i	-1.0	i	-9.0	i	i
CCN1C(=O)C(CC(=O)Nc2ccc(F)cc2)N(Cc2ccc3c(c2)OCO3)C1=S (configuration not stated)	nt	i	i	1.8	i	i	-1.7	i	-13.2	i	i
Cc1[nH]c2ccccc2c(=O)c1SC(F)(F)C(F)C(F)(F)F (configuration not stated)	-5.4	i	i	2.3	i	i	nt	i	-3.9	i	i
COCCN(C(C)=O)c1nnc(-c2ccccn2)s1	3.9	i	i	-0.9	i	i	0.2	i	-6.7	i	i
O=C1CC(C(=O)Nc2nccs2)C(c2ccccc2)O1 (configuration not stated)	2.7	i	i	0.0	i	i	-3.9	i	-14.0	i	i
CCN1CCN(CC(=O)Nc2ccc(Cl)c(S(=O)(=O)N(C)C)c2)CC1	3.0	i	i	-2.3	i	i	-1.8	i	-12.8	i	i
CNC(=S)N(Cc1cc2cc(OC)c(OC)cc2[nH]c1=O)C1CCCC1	-2.7	i	i	1.9	i	i	0.8	i	-7.7	i	i
Cc1cc(OCC(=O)NC(C)c2ccccc2)ccc1[N+](=O)[O-] (configuration not stated)	6.3	i	i	0.0	i	i	2.8	i	-4.2	i	i
CCn1c(SCc2nc3sc(C(=O)O)c(C)c3c(=O)[nH]2)nc2ccccc21	5.4	i	i	-0.3	i	i	47.8	i	-23.1	i	i
COc1cccc2c1OC1(C)CC2NC(=O)N1c1cccc(C(=O)N2CCN(c3ccccc3)CC2)c1 (configuration not stated)	4.0	i	i	-3.0	i	i	0.0	i	-14.0	i	i
N#CC1=C(S)N(c2ccccc2)C(c2ccc(-c3cc(Cl)ccc3Cl)o2)NC1=O (configuration not stated)	-1.5	i	i	-2.0	i	i	5.7	i	-16.2	i	i
COc1ccc2c(c1)c(=O)oc1cc(OCC(=O)NC3CC3)ccc12	5.7	i	i	-1.1	i	i	-2.7	i	-3.8	i	i
Cc1cc(O)c(C(C)C)cc1NC(=O)Nc1cccc2ccccc12	-3.3	i	i	3.3	i	i	-0.5	i	-14.0	i	i
O=C(CN1CCN(S(=O)(=O)c2ccc(Cl)s2)CC1)N1CCOCC1	nt	i	i	-1.7	i	i	-7.0	i	-2.6	i	i
Cc1nnc(SCCC(=O)Nc2nc(-c3ccccc3)ns2)s1	4.9	nt	i	5.5	i	i	-0.2	i	-13.6	i	i
O=C(CCN1C(=O)C2C3CC(C(Br)C3Br)C2C1=O)OCC(=O)c1ccccc1 (configuration not stated)	4.8	i	i	2.1	i	i	-1.2	i	-7.0	i	i

The list goes on:
SMILES	DYRK1A inh	PolyA inhibitor	KCNQ1 pot	GSK3beta inhib	KCNK3 block	RGS4 pot	GSK3A inh	KCNK9 block	hERG protect	KCNQ1 inh	RGS4 inh
COc1ccc(Nc2nc(N)nc(CN3CCOCC3)n2)cc1	-7.6	i	i	2.6	i	i	0.8	i	-8.7	i	i
Cc1cc(C(=O)N2CCN(c3ccc(C(F)(F)F)cn3)CC2)c(C)o1	nt	i	i	2.1	i	i	-4.5	i	-12.7	i	i
COc1cc(NC(=O)c2cc3ccccc3cc2OC)ccc1NC(=O)c1cccs1	0.0	i	i	-0.1	i	-9.13*	-0.9	i	-6.8	i	i
COc1ccccc1NS(=O)(=O)c1cc(NC(=O)Nc2cccc(C)c2)ccc1N1CCCCC1	2.3	i	i	-0.8	i	i	-1.2	i	-4.6	i	i
Cc1cc(Cl)ccc1Oc1ccccc1C(=O)CC#N	-49.6	i	i	3.2	i	i	-3.5	i	-6.7	i	i

High-throughput results (PubChem)
